ssDAF12 agonist: activates DAF-12 receptor from parasite S. stercoralis; activation, % at 6.8 µM; 370,000 tested, 1% active; AID 652126; HEK293 ssDAF-12/GRIP1 lit1-tk-luc reporter, luminescence; % of 3 µM dafachronic acid response;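 active means activation above the mean over all tested compounds plus 3 SD, cut at about 0.9% in these data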;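 further: 0% = DMSO-only wells and 100% = 3 µM delta7-dafachronic acid wells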
DAX1 inh-1: inhibits human nuclear receptor DAX1. HEK293 Gal4-DAX1 luciferase reporter, luminescence. P51843. AID 504766. inhibition, % at 6.75 µM. 340,000 tested, 0.99% active;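 active means inhibition above the mean over all tested compounds plus 3 SD, cut at about 4.2% in these data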;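 further: 0% = DAX1-transfected cells with DMSO and 100% = empty-vector control cells with DMSO; inhibition shows as a rise in luminescence from relieved DAX1 repression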
Target sequence (P51843 207-470 limits assumed): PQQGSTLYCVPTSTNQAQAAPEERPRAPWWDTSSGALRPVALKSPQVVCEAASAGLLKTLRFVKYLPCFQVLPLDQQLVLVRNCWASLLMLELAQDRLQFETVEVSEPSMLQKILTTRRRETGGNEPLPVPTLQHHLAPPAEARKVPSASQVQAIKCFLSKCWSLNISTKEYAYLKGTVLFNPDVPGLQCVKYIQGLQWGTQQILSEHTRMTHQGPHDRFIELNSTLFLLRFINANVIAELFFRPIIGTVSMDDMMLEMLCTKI
ADAM10 inh: ADAM10 inhibition, QFRET primary screen; recombinant ADAM10, EDANS/DABCYL FRET peptide cleavage, 3 h; O14672; inhibition, % at 7 µM; 370,000 tested, 0.62% active; AID 720582;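 active means inhibition above a per-campaign cutoff equal to the mean of compounds falling between control-based bounds plus 3 SD, cut at about 20% in these data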;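 further: 0% = DMSO wells while the 100% control is not disclosed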
NPR2 activator: GC-B (human) receptor activation | HEK293-GC-B cells, CNP EC30, cGMP TR-FRET; 0% at EC30 CNP, 100% saturating CNP | activation, % at 10 µM | 370,000 tested, 0.11% active | AID 1920062;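 active means activation at 10 µM reaching about 35% in either raw or pattern-adjusted values, limit read from the data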
SMARCA2 activ: increases SMARCA2 function in MMTV reporter cells | MG213 cells, MMTV-luciferase reporter, dexamethasone, overnight | activation, % at 9.1 µM | 370,000 tested, 1% active | AID 652017; in the data active means activation above about 7.8%;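 further: 0% = vehicle wells and 100% = reference activator wells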
HGIII-sPLA2 inh: Inhibits HGIII-sPLA2 liposome hydrolysis, primary screen; Q9NZ20; QFRET BODIPY PC-A2 liposome hydrolysis, fluorescence; inhibition, % at 12.2 µM; 370,000 tested, 0.56% active;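 active means inhibition above mean plus 3 SD of compounds lying within the high and low control bounds, cut at about 19% in these data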;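 further: 0% = median of test compound wells and 100% = no enzyme DMSO wells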
Target sequence (Q9NZ20 whole entry, looked up): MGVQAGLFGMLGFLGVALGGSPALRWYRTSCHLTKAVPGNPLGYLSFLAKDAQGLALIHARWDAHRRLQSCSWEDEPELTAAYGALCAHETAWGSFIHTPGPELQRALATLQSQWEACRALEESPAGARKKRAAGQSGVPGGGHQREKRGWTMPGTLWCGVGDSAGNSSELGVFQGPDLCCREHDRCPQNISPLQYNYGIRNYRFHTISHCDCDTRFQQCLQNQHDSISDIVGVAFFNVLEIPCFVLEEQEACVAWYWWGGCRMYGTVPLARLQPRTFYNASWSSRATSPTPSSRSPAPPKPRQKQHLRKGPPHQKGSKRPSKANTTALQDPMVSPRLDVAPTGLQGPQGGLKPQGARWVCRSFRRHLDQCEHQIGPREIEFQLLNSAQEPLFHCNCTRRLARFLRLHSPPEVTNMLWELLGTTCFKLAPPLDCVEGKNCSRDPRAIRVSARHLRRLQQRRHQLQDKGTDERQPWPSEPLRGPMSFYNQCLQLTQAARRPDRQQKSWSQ
hgDAF12 agonist: activates the H. glycines DAF-12 receptor ligand-binding domain; activation, % at 6.8 µM; 370,000 tested, 1.8% active; HEK293 GAL4-hgDAF12 UAS-luciferase reporter, agonist luminescence; normalized to butyrate control;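 active means activation above a cutoff set at the mean of all screened compounds plus 3 SD, cut at about 10% in these data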;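 further: 0% = DMSO wells and 100% = sodium butyrate wells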
NPR1 activator: GC-A (human) enzyme activation; 370,000 tested, 0.14% active; P16066; activation, % at 10 µM; HEK293 GC-A cells, cGMP TR-FRET, EC30 ANP; 0% at EC30 ANP, 100% saturating ANP; in the data active means activation above about 40%
DAX1 inh-2: blocks DAX1 repression of SF-1 activated StAR promoter. HEK293T StAR-luciferase reporter, SF-1/DAX-1 repression relief. inhibition, % at 6.8 µM. 370,000 tested, 1.1% active. AID 652010;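 active means inhibition above the mean over all tested compounds plus 3 SD, cut at about 3.6% in these data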;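 further: 0% = DAX-1 cells with DMSO and 100% = cells lacking DAX-1 with DMSO; higher inhibition means more luminescence from relief of DAX-1 repression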
GAA850 FXN act: activators of GAA850 frataxin (FXN) promoter; HEK293 lucGAA850 FXN promoter luciferase reporter, 24 h; percent of 10 µM SAHA response; 360,000 tested, 0.56% active; activation, % at 6 µM; AID 540364;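 active means activation above the average of all compounds screened plus 3 SD, cutoff fixed separately per campaign, cut at about 7.5% in these data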;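 further: 0% = DMSO wells and 100% = 10 µM SAHA wells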
hcDAF12 agonist: activators of H. contortus DAF-12 nuclear receptor. activation, % at 6.8 µM. 370,000 tested, 1.4% active. HEK293 hcDAF-12 lit1-tk-luc reporter, luminescence; 0% DMSO, 100% Δ7-dafachronic acid;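 active means activation above the mean of all tested compounds plus 3 SD, cut at about 5.5% in these data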;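 further: 100% = response to 3 µM Δ7-dafachronic acid high control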
An asterisk follows results filed as active; i = inactive; / = no result given.

SMILES	ssDAF12 agonist	DAX1 inh-1	ADAM10 inh	NPR2 activator	SMARCA2 activ	HGIII-sPLA2 inh	hgDAF12 agonist	NPR1 activator	DAX1 inh-2	GAA850 FXN act	hcDAF12 agonist
O=C(Nc1nc(-c2cccs2)cs1)c1ccc([N+](=O)[O-])o1	2.0*	1.1	-1	-13	-1	0	0.4	-1	-2.5	1.8	4.1
CC(OC(=O)Cc1ccccc1[N+](=O)[O-])C(=O)Nc1ccc(Cl)cn1 (stereo not given)	-0.2	0.0	-8	5	0	-4	0.0	2	-0.3	-3.6	-0.1
CCN(CC)c1cc2nonc2c2nonc12	-1.4	-0.2	8	-2	0	3	0.6	-3	-0.4	5.5	-0.6
COC(=O)c1cccc(Cn2ccc3ccc(-c4ccc5ccn(C(=O)C6CC6)c5c4)cc32)c1	-1.2	/	-43	-1	-1	-8	-3.7	0	-0.5	/	-1.3
CC(=C1C(=O)c2ccccc2C1=O)N1CCN(Cc2ccccc2)CC1	-0.7	0.6	0	-1	-3	-4	0.9	3	0.1	0.2	2.0
COc1ccc(N2CCN(C(=O)C3CCN(C(=O)c4cccc(Cl)c4)CC3)CC2)cc1	-0.6	-2.9	1	5	0	3	-1.6	-4	-0.4	-0.1	-2.3
Cc1nc(NNC(=O)c2ccc(Cl)cc2Cl)cc(-c2ccccc2)n1	-1.2	-0.1	-6	-8	0	-8	-1.7	7	-0.1	-2.4	1.0
O=C(N/N=C/C=C/c1ccccc1[N+](=O)[O-])c1cccnc1	-0.6	1.8	-3	-2	-1	6	1.8	-1	0.3	-0.3	-1.1
CCOC(=O)/C(=N\Nc1ccc(Cl)cc1)Sc1nnc(-c2ccc(OC)cc2)n1C	-1.6	0.0	-5	5	0	14	-1.0	3	0.4	-0.2	-0.7
Clc1ccccc1OCCCCN1CCCCC1	-0.8	2.1	-13	-4	-4	6	1.1	2	-0.4	1.3	1.4
Cc1ccc([C@H]2C[C@@H](O)[C@H](n3cc(C4CC4)nn3)CN2C(=O)c2cccs2)cc1	-1.3	3.1	-1	1	-1	-1	0.8	-2	-0.5	-1.8	-1.8
O=C(O)c1cccc(NS(=O)(=O)c2ccc(Cl)c(C(=O)Nc3cccc([N+](=O)[O-])c3)c2)c1	-0.8	-0.7	-2	-8	-7	-1	-0.7	1	1.1	0.0	-0.1
COc1ccc(C2=Nn3c(nnc3-c3ccccc3C(F)(F)F)SC2)cc1OC1CCOC1 (stereo not given)	-1.5	0.1	-3	7	8.4*	9	-0.9	4	-0.8	0.2	-2.3
Cc1ccc(NS(=O)(=O)c2ccc(NC(=O)c3ccccc3C(=O)O)cc2)cc1C	-1.0	/	-2	6	-4	2	-0.3	2	-0.1	-0.8	1.0
COc1cccc(/C=C2\SC(=S)N(CCCC(=O)N(CCO)c3ccccc3)C2=O)c1	-1.7	-0.7	12	-15	-5	-30	-5.2	-17	-1.1	-5.8	-4.7
CCCOc1ccc(/C=N/NC(=O)C(=O)Nc2ccccn2)cc1	-0.9	0.6	-11	0	-4	8	2.8	3	-0.1	0.5	-1.2
Cc1ccc(CCNC(=O)CN2C(=O)COc3ccc(S(=O)(=O)N4CCOCC4)cc32)cc1	-0.9	-0.3	2	-2	-2	2	1.9	1	0.1	-0.1	0.6
CC(C)Cn1c(N)c(C(=O)CSc2nnc(-c3ccco3)n2C)c(=O)n(C)c1=O	-1.1	0.1	-1	-6	4	0	2.5	-3	-0.1	0.9	-0.4
Cc1ccc(C(C)NC(=O)C2CCCO2)cc1C (stereo not given)	-1.2	-0.7	8	0	3	2	1.4	0	-0.3	-0.3	-0.4
CC(C)(C)NC(=O)C(c1ccncc1)n1c(=O)c(-c2cc3ccccc3[nH]2)nc2ccccc21 (stereo not given)	-0.1	/	-178	-19	-4	-15	3.8	-16	0.7	/	4.5
O=C(N/N=C1/CCCc2ccccc21)C(c1ccccc1)c1ccccc1	-1.0	-0.4	-3	-3	-2	2	0.6	0	-0.3	-1.3	-0.5
CCCc1cc(C(=O)N/N=C/c2ccc(C)o2)c2ccccc2n1	-1.0	-1.9	10	-8	-7	-3	2.2	-4	-0.9	-4.0	-0.6
CCS(=O)(=O)NCCc1csc(C)n1	-1.1	-1.2	-5	5	1	-5	-1.0	8	0.2	0.8	-1.3
Cc1cc(NC(=O)COC(=O)c2c(C)nn(-c3ccccc3)c2C)no1	-0.9	0.8	-5	8	-3	0	1.1	0	-0.2	-0.6	-0.6
COC(=O)c1ccc(C(=O)OC)c(NC(=O)C2CC2)c1	-1.4	1.0	-51	1	-3	2	1.8	-1	-0.3	2.2	0.7
COc1ccc(C(C)(C)C)cc1NC(=O)CCCN1C(=O)CN(C)C1=O	-0.5	-0.5	5	-2	4	5	0.6	0	-0.4	1.6	-1.6
CC(c1ccccc1)n1cnc2ccccc2c1=O (stereo not given)	-0.8	-0.3	-1	-9	0	1	-1.2	-5	-0.1	0.4	-2.5
COc1ccc(C(=O)Nc2ccc(S(=O)(=O)Nc3cc(C)nc(C)n3)cc2)cc1	-2.1	-0.5	-4	0	-2	-11	-2.2	1	0.2	-1.4	0.0
CC(CNS(=O)(=O)c1ccc2c(c1)CC(=O)N2C)c1ccccc1 (stereo not given)	-1.3	0.8	6	1	4	-60	-0.4	1	0.6	0.1	-0.3
O=c1cc2[nH]c3ccccc3c(=O)n2nc1-c1ccccc1	-1.0	1.5	-178	-9	8.7*	-4	9.0	8	0.3	0.8	1.8

Entries listed so far that contain a COOH group (two):
SMILES	ssDAF12 agonist	DAX1 inh-1	ADAM10 inh	NPR2 activator	SMARCA2 activ	HGIII-sPLA2 inh	hgDAF12 agonist	NPR1 activator	DAX1 inh-2	GAA850 FXN act	hcDAF12 agonist
O=C(O)c1cccc(NS(=O)(=O)c2ccc(Cl)c(C(=O)Nc3cccc([N+](=O)[O-])c3)c2)c1	-0.8	-0.7	-2	-8	-7	-1	-0.7	1	1.1	0.0	-0.1
Cc1ccc(NS(=O)(=O)c2ccc(NC(=O)c3ccccc3C(=O)O)cc2)cc1C	-1.0	/	-2	6	-4	2	-0.3	2	-0.1	-0.8	1.0

The list goes on:
SMILES	ssDAF12 agonist	DAX1 inh-1	ADAM10 inh	NPR2 activator	SMARCA2 activ	HGIII-sPLA2 inh	hgDAF12 agonist	NPR1 activator	DAX1 inh-2	GAA850 FXN act	hcDAF12 agonist
Cc1ccc(C(=O)NC2CCN(S(=O)(=O)c3ccccc3F)CC2)cc1	-2.3	-1.5	1	-3	-1	-5	0.3	-3	-0.5	-0.4	-1.3
N=c1c(S(=O)(=O)c2ccc(Cl)cc2)cc2c(=O)n3ccccc3nc2n1CCN1CCOCC1	-1.9	-0.2	i	9	-3	1	-1.8	4	0.1	-1.0	-1.2
COc1ccccc1OCCn1cc(/C=N/NC(N)=S)c2ccccc21	-1.8	-0.9	7	-13	-2	-11	-4.5	-29	-2.4	-0.8	-1.5
CCC(C)NC(=O)Nc1ccccc1C (stereo not given)	-0.8	0.3	1	4	1	1	1.2	5	0.1	-0.2	-1.2
O=C(NCCCN1CCOCC1)c1cc(Cl)ccc1[N+](=O)[O-]	-0.4	0.4	8	2	2	5	-1.1	-4	0.1	0.6	1.6
COCCCNC(=O)C(CC(N)=O)NC(=O)OCc1ccccc1 (stereo not given)	-0.9	2.3	4	5	-2	-1	-1.0	5	-0.1	0.4	-0.8
CCOC(=O)C1=C(C)NC(C)=C(C(=O)OCC)C1C(=O)OCC(=O)NCc1ccco1	-1.4	-2.7	-111	1	-3	-4	-2.0	1	0.0	-2.5	-1.2
COc1ccc(Cl)cc1S(=O)(=O)N1CCN(CC(=O)C(C)(C)C)CC1	-1.4	0.2	-5	5	-1	10	-1.9	2	-0.2	-0.9	-0.6
COc1cc(NC(=O)COC(C)=O)c(C)cc1[N+](=O)[O-]	-1.4	3.9	2	1	1	1	-2.2	1	-0.5	-0.2	2.5
CCC1Sc2ccc(S(=O)(=O)Nc3cc(OC)cc(OC)c3)cc2NC1=O (stereo not given)	-0.8	-1.9	5	-2	-5	-24	-0.9	-3	-0.6	-0.5	-1.1
CCC(=O)Nc1ccc(NC(=O)CSc2nnnn2Cc2ccccc2)cc1C	-1.1	-0.6	1	-1	1	-3	0.2	3	-0.2	1.0	-1.3
COc1cccc(-c2nnc3n2N=C(c2cccc(Br)c2)CS3)c1	-0.4	-0.2	3	4	-3	-5	2.7	1	-0.5	-2.3	-0.5
COc1ccc(C(=O)NCC(=O)NC2=NCCS2)cc1	-0.7	0.3	-17	-5	-2	15	0.0	1	0.8	1.1	-0.1
CCCN1CCN(CCCNC(=O)Cn2nc(-c3ccccc3)ccc2=O)CC1	-1.9	-0.2	-11	0	0	6	-2.0	-3	0.2	1.9	-1.4
Cc1ccc(Cn2nnc3c(=O)n(CC(=O)NCC4CCCO4)cnc32)cc1 (stereo not given)	-1.3	0.0	7	6	-5	5	-4.3	-1	1.4	0.0	-0.4
COc1ccc(OCCSc2nc3ccccc3c(=O)[nH]2)cc1	-1.5	-1.0	0	-4	-1	-9	-0.8	-1	0.1	2.9	-1.3
O=C1C=CC(=O)N1c1ccccn1	-1.1	1.2	-306	2	-2	15	-2.5	-1	-0.4	-0.5	0.3
CCOc1ccccc1Nc1cc2n(c(=O)n1)CCc1cc(OC)c(OC)cc1-2	-1.7	-0.3	-1	13	12*	82*	-4.6	9	-0.5	6.5	-4.0
CSc1nc(N)c2c3c(sc2n1)COC(C(C)C)C3 (stereo not given)	-0.4	1.1	-5	-1	-2	10	1.5	1	0.1	0.5	0.5
CCOC(=O)c1ccc2ncc(C(=O)OCC)c(NCCCN3CCOCC3)c2c1	-1.5	0.5	-35	-4	-3	3	2.0	3	-0.5	-0.7	-1.0
CCN(CC)CCNC(=O)c1cn(-c2ccccc2)nc1-c1cccs1	-0.6	-1.0	-6	-7	-3	5	-1.9	2	0.8	0.5	-1.5
CCCN(C(=O)COC(=O)CNS(=O)(=O)c1ccc(NC(C)=O)cc1)C1CCS(=O)(=O)C1 (stereo not given)	-1.5	-0.4	-5	1	1	-4	-0.3	1	-0.6	0.5	-0.2
CCOC(=O)C1(Cc2ccc(OC)cc2)CCN(C(=O)c2cncs2)CC1	-0.5	1.7	4	-2	1	5	1.9	-1	0.0	2.2	-1.0
CC(C)c1c(O)nc(SCc2ccccc2)[nH]c1=O	-1.3	0.8	-6	-1	1	0	-1.2	0	-0.2	-0.8	0.4
COc1ccc(-c2cc(C(F)(F)F)nc(-n3cc(Cl)cn3)n2)cc1	-1.2	0.0	-88	-3	8.5*	-3	0.0	15	-0.3	-0.2	-3.2
CCOC(=O)c1ccccc1NC(=O)C(C)Oc1ccccc1 (stereo not given)	-1.3	-0.1	0	-10	-4	6	0.2	-16	-1.5	-1.5	0.3
COc1ccc(NC(=O)COC(=O)c2ccc(OC)c(S(=O)(=O)N3CCCC3)c2)cc1OC	-0.6	0.2	-10	5	0	5	1.2	2	-1.8	1.5	1.7
CCC(CC)C(=O)N(C)c1c(C)nc2c(OCc3ccc(Cl)cc3Cl)cccn12	-1.8	/	3	0	-3	-7	-6.1	0	-2.4	-0.7	-2.1
CCc1ccccc1NS(=O)(=O)c1cccc2nsnc12	-1.3	2.2	-6	-1	-2	-1	0.3	1	0.0	0.7	-1.0
